# DDE Tn7 FP inh = disrupts Tn7 cyclic peptide binding to fibrin D-Dimer-E complex | inhibition, % at 8.3 µM | 370,000 tested, 0.13% active | FP displacement of FITC-Tn7 peptide from fibrin DD(E); 0% = median of compound wells per plate | AID 720508;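 active = inhibition above the mean of compounds falling within the control limits plus 3 SD of them, cut at about 14% in these data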;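 note: 0% = plate median of compound wells and 100% = 10 µM Aha-Tn7 peptide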
#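 Also added: labelled Tn7 tracer, 0.1 µM; Assay system: human fibrin DD(E) protein; Amount: 2 µM fibrin DD(E); Schedule: 10 min compound pre-incubation, 3 h probe incubation at room temperature; Repeats: one replicate per compound; Read-out basis: percent inhibition; Measured by: fluorescence polarization of the labelled Tn7 tracer.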
# LEDGF integ inh = blocks HIV-1 LEDGF/p75-dependent DNA integration; TR-FRET IN-LEDGF/p75 DNA integration, Eu/Cy5; inhibition, % at 3.7 µM; 370,000 tested, 0.64% active; AID 743269;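 active = inhibition above the screen-wide mean plus 3 SD, cut at about 13% in these data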;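 note: signal is the Cy5 over europium emission ratio at 671 and 618 nm; 0% = plate median of compound wells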
# PRMT1 FP inh = blocks human protein arginine methyltransferase 1 | recombinant PRMT1, activity-based probe fluorescence polarization | inhibition, % at 2.79 µM | 370,000 tested, 1.3% active | AID 652257;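 active = inhibition above about 21% made by adding two undisclosed values, limit read from the data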
# SIAE primary = blocks human sialic acid acetylesterase | inhibition, % at 9.66 µM | 370,000 tested, 0.69% active | SIAE FP-Rh probe binding, fluorescence polarization | AID 1053197 | Q9HAT2;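 active = inhibition above a cutoff: mean of compounds within the control limits plus 3 SD of those, cut at about 17% in these data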;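 note: 0% = plate median of compound wells and 100% = probe without SIAE protein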
# MBD2 inh = MBD2-methylated oligo binding inhibition; Q9UBB5; TR-FRET, MBD2 binding to methylated oligonucleotide; inhibition, % at 4.4 µM; 370,000 tested, 0.31% active; in the data active = inhibition above about 13%
# Target sequence (Q9UBB5 whole entry, looked up): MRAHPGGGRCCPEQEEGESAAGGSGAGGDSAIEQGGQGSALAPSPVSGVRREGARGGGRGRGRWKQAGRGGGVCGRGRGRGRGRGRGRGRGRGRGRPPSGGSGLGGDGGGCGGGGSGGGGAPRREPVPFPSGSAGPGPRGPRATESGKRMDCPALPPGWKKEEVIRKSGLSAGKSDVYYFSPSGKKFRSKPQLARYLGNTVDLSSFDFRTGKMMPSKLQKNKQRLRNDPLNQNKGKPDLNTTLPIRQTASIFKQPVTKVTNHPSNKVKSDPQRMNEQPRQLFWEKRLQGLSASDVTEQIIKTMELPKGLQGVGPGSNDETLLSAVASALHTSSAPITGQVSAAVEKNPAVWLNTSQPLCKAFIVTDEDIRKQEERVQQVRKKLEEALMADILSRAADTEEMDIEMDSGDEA
# TDP2 inh = blocks human TDP2 phosphodiesterase activity; inhibition, % at 12.8 µM; 370,000 tested, 0.34% active; recombinant TDP2, T5PNP hydrolysis, p-nitrophenol absorbance 415 nm; O95551;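 active = inhibition above the mean of all tested compounds plus 3 SD, set per campaign, cut at about 25% in these data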;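 note: 0% = DMSO with enzyme and 100% = buffer with substrate but no TDP2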
# Target sequence (O95551 whole entry, looked up): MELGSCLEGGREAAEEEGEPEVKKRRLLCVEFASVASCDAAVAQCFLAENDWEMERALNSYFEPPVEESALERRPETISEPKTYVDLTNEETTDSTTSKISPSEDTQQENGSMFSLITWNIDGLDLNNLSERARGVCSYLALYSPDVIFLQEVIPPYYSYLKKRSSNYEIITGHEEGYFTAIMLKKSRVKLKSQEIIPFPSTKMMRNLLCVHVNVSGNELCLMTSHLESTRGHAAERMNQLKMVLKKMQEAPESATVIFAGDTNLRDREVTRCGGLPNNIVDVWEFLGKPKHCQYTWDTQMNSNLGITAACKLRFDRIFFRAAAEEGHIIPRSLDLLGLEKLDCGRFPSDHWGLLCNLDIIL
#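 Assay system: Recombinant human TDP2 | Quantity: 120 nM TDP2 per well | Incubation: 2 h at 37 °C | Signal: Epi absorbance | Evaluation: Percent inhibition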
# TCR-CD3 inh = human TCR-CD3 binding inhibition. TAMRA-labeled TCR probe fluorescence, biochemical. inhibition, % at 9.4 µM. 360,000 tested, 0.37% active. AID 651800; in the data active = inhibition above about 19%;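 note: recombinant mutant TCR 2C K166C tagged with TAMRA read by polarization; 0% = receptor in buffer alone and 100% = receptor with positive control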
# proKLK7 act = activates the human kallikrein-7 zymogen | purified proKLK7, EDANS-DABCYL substrate fluorescence; 100% is mature enzyme control, 0% vehicle | 370,000 tested, 0.9% active | activation, % at 7 µM | P49862;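 active = activation above the mean of all tested compounds plus 3 SD, computed per campaign excluding outliers beyond control limits, cut at about 13% in these data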
# Target sequence (P49862 whole entry, looked up): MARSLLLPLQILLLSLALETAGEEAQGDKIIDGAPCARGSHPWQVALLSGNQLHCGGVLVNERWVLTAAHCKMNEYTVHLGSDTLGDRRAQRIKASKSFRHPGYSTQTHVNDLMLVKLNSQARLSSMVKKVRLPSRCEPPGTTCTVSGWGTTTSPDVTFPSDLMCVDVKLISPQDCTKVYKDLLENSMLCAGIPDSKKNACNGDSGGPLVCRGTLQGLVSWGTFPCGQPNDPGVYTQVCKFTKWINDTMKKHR
# Tn6 DDE FP = inhibitors of Tn6 peptide binding to human fibrin DD(E) | P02675 | Fibrin DD(E) TRITC-Tn6 fluorescence polarization displacement | inhibition, % at 8.3 µM | 370,000 tested, 0.21% active | AID 720509;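 active = inhibition above a per-campaign cutoff: mean of compounds within control limits plus 3 SD, cut at about 15% in these data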;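 note: 0% = median of all compound wells on the plate and 100% = blocking peptide control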
# UHRF1 binding = blocks human UHRF1 binding to methylated DNA. 370,000 tested, 0.75% active. UHRF1 binding to methylated oligo, TR-FRET. inhibition, % at 4.4 µM. Q96T88; in the data active = inhibition above about 21%;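 note: UHRF1 SRA domain binding a hemimethylated CpG hairpin DNA probe; 0% = median of test compound wells and 100% = reference inhibitor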
# The depositor's hits bear a star; / = no result given. Rows are unselected (roughly 4.6% active in at least one column).
SMILES,DDE Tn7 FP inh,LEDGF integ inh,PRMT1 FP inh,SIAE primary,MBD2 inh,TDP2 inh,TCR-CD3 inh,proKLK7 act,Tn6 DDE FP,UHRF1 binding
CCCN(CCC)Cc1cc(=O)oc2cc(OC)ccc12,-5,-7,7,1,-1,-2,-6,4.4,-6,-2
Cc1ccc(NC(=S)N2CCN(S(=O)(=O)c3c(F)cccc3F)CC2)cc1C,-9,3,-5,-3,3,-10,2,-0.2,-3,5
CC(=O)Nc1ccc2nc(NC(=O)CN3CCOCC3)sc2c1,-4,-5,2,2,-1,-6,-8,-0.4,-2,2
C1=C(c2ccccc2)CCN(c2ncnc3nc[nH]c23)C1,8,0,16,2,-2,5,12,6.0,2,-1
CNC(=O)CC(C(=O)O)c1ccc(OC(C)C)cc1 (stereo unspecified),4,0,-1,-3,-6,4,-3,0.1,-4,1
CC(C)C[C@@H](CN(C)N=O)N(C[C@H](Cc1ccccc1)N(CCc1ccccc1)N=O)N=O,-1,-3,-3,-7,-1,-15,4,0.1,14,-2
CC(C)COC(=O)N(C)C[C@@H]1OCc2cnnn2CCCC(=O)N([C@@H](C)CO)C[C@@H]1C,-2,0,-2,11,0,1,-2,0.3,-8,-1
CCN(CC)CCC(=O)c1ccc(F)cc1,3,-3,-1,2,4,2,3,0.1,-3,0
CN1C(=O)Cc2cc(S(=O)(=O)Nc3ccc(N4CCOCC4)cc3)ccc21,7,-1,8,-1,5,-17,-7,0.1,1,7
O=C(Nc1cccc(NC(=O)c2ccc(Cl)cc2Cl)c1)c1cccnc1,-1,0,-4,-12,-2,-7,4,-0.3,9,-1
CCc1ccccc1N1CC(C(=O)Nc2cc(S(=O)(=O)N3CCCC3)ccc2Cl)CC1=O (stereo unspecified),1,2,-3,6,1,10,2,0.1,7,10
O=C(CNC(=O)c1cccs1)N/N=C/c1ccccc1[N+](=O)[O-],-1,-2,5,9,-3,0,4,0.7,-8,5
Cc1c(C)c(C)c(S(=O)(=O)NCCC(=O)N2CCN(Cc3ccc(C#N)cc3)CC2)c(C)c1C,-6,-2,2,1,-5,-1,4,-0.1,2,-3
CC(C)Cn1c(N)c(C(=O)COC(=O)C2CCCN2C(=O)c2cccs2)c(=O)n(C)c1=O (stereo unspecified),-1,0,-2,-1,-7,3,0,-0.2,0,-1
CCOC(=O)CNC(=O)C1(c2ccccc2)CCCC1,2,0,-4,7,0,1,3,-0.1,3,-1
COc1ccc(Cl)cc1NC(=O)NCCN1CCCCC1,4,-2,4,2,10,-4,-5,0.2,-4,3
Cc1cc(NS(=O)(=O)c2ccc(NC(=S)Nc3ccc(Cl)cc3C)cc2)no1,-5,3,-2,1,2,-5,-7,-0.2,7,2
O=C(CN1C(=O)C2C3C=CC(C3)C2C1=O)NC1CCCc2ccccc21 (stereo unspecified),-3,0,1,2,0,4,8,0.3,0,4
O=C(COC(=O)c1cccs1)NCc1cccs1,-1,3,-1,13,3,15,-2,0.1,0,-1
O=C(NC(c1ccccc1)c1ccc2ccccc2n1)C1CCN(Cc2cccc(C(F)(F)F)c2)CC1 (stereo unspecified),1,2,-5,-5,3,-3,-3,1.1,-1,0
COc1ccc(-c2nnc(SCC(=O)Nc3cc(F)ccc3C)o2)cc1,-8,-1,0,-5,-1,4,8,-0.1,3,0
CSc1nnc(C2CCCN2)n1C (stereo unspecified),-4,0,-2,3,-3,-7,11,-0.9,-4,0
COC(=O)N1CCC2CC1c1c(Cl)cccc12 (stereo unspecified),-1,-6,2,3,0,10,3,-0.5,-8,0
CN(Cc1ccon1)Cc1cn(C)nc1-c1ccc(Oc2ccccc2)cc1,-1,0,5,4,3,1,2,0.8,-2,0
CC(C)C(NS(=O)(=O)c1cccs1)C(=O)NCc1ccccc1Cl (stereo unspecified),-11,2,-1,-2,0,-9,1,-0.8,1,1
CC(=O)Nc1ccc(CN2CCN(CCc3ccccc3)C(CCO)C2)cc1 (stereo unspecified),0,-2,-1,-1,-1,6,13,0.1,4,1
Cn1c(=O)n(C)c2cc(S(=O)(=O)Nc3ccccc3C(=O)O)ccc21,0,3,2,-3,7,-1,1,-0.2,-9,2
Cc1ccc(-c2cc(C(=O)N/N=C/c3ccoc3)c3ccccc3n2)cc1,4,0,1,-17,-6,12,6,-3.9,6,-2
O=C(NCC1COc2ccccc2O1)c1c[nH]c2ccc(S(=O)(=O)N3CCOCC3)cc2c1=O (stereo unspecified),-5,0,-3,-2,-2,3,-2,-1.4,-3,3
CCOC(=O)Cn1c(=O)n(Cc2ccco2)c(=O)c2ccc(C(=O)NC3CCCC3)cc21,-5,2,-2,-8,0,3,-5,-0.5,2,0
Cc1ccc(N2CCN(C3=NC(=O)C(Cc4ccccc4)S3)CC2)cc1 (stereo unspecified),4,1,0,-3,-5,10,8,1.0,1,-1
Cc1cccc2c1NC(C)CC2C (stereo unspecified),-5,1,2,4,-6,-2,9,0.2,0,-5
O=C(N[C@@H](Cc1cccnc1)C(=O)N1CCC[C@H]1C(=O)NCCc1ccccc1Cl)c1ccco1,-9,-2,3,2,2,9,4,-0.1,-5,-1
COc1ccc(CCNC(=O)c2oc3ccc(S(=O)(=O)N4CCOCC4)cc3c2C)cc1OC,-3,1,1,-2,0,-4,-6,0.3,-6,2
CCn1c(SCC(=O)N/N=C/C=C/c2ccccc2[N+](=O)[O-])nnc1-c1ccccc1,-4,-3,1,-4,-1,-1,-1,0.2,2,3
O=C(CCc1nc(-c2ccccc2F)no1)NCCc1cccc(F)c1,1,-4,7,-2,2,1,/,0.1,4,2
Cc1nc2ncnn2c(C)c1CCC(=O)NC(C)c1ccc2c(c1)OCCO2 (stereo unspecified),-8,2,-3,6,2,4,3,-0.6,9,2
CC(Nc1ccccc1)c1ccncc1 (stereo unspecified),3,1,0,7,-7,4,-5,-0.7,0,-3
CN(C[C@H](Cc1ccccc1)N(C[C@@H](CC1CCCCC1)N(CCc1ccccc1)N=O)N=O)N=O,6,0,-1,1,2,-2,1,0.4,10,-2
Cc1c(C(=O)Nc2ccc(Cl)cc2)c2ccccn2c1CCc1ccncc1,-1,-4,2,3,0,3,2,-6.6,-1,24*
COCCN1C(=O)C(C(=O)OC)CC2=C1CC(C)(C)CC2=O (stereo unspecified),5,3,-1,0,3,-3,3,0.1,2,-1
CCOC(=O)n1c(=O)n(Cc2cccc(C)c2)c2ccccc21,2,2,3,0,3,-6,-1,0.0,7,0
CC(C)c1ccc(NC2CCCN(C(=O)c3ccnn3C)C2)cc1 (stereo unspecified),-6,3,-1,6,-3,-1,-4,-0.4,4,3
COc1cc2cc(C(=O)N3CCC(Cc4ccccc4)CC3)[nH]c2cc1OC,1,1,1,2,1,-1,-4,0.0,5,-1
COC(=O)c1[nH]c2ccc(F)cc2c1NC(=O)CCN1CCN(C(=O)c2ccco2)CC1,-5,-1,-2,2,1,13,1,-0.1,-3,-3
O=C(O)c1ccc(Cl)c(NCc2cccs2)c1,-3,-2,1,0,-9,6,4,0.0,0,-7
COc1ccc(CCNC(=O)CN(c2ccc(OC)c(OC)c2)S(C)(=O)=O)cc1,-8,2,0,2,0,2,2,-0.1,-3,0
Cc1ccccc1NC(=O)Nc1nc(C(N)c2ccccc2)cs1 (stereo unspecified),-1,4,1,1,3,2,-1,-0.9,-2,4
Cn1c(=O)c2cc(S(=O)(=O)NC(C(=O)NCc3ccccn3)c3ccccc3)ccc2n(C)c1=O (stereo unspecified),-7,0,0,10,0,4,0,1.0,-8,-3
CC(=O)N1CCOCC1c1cc(C(=O)Nc2ccccc2)no1 (stereo unspecified),6,-3,7,-6,3,-1,-5,-0.8,4,-1
CCC(=O)OCc1c(C(F)(F)F)nn(C)c1Sc1ccc(Cl)cc1,-1,-1,3,0,1,4,7,-0.2,-2,3
O=C(CNc1cccc(C(F)(F)F)c1)N/N=C/c1cn(-c2ccccc2)nc1-c1ccccc1,4,-1,3,-26,4,6,2,-0.4,-6,-1
CCC(C)(C)NC(=O)C(c1cccc(OC)c1)N(C(=O)CNC(=O)c1cccs1)c1cccnc1 (stereo unspecified),-2,4,-1,-4,-4,-20,-8,-0.4,11,4
C=Cc1ccc(N=Cc2c(O)ccc3ccccc23)cc1,4,8,-1,-1,-10,-19,3,-1.5,-8,-3
O=C(CSc1nnc(-c2cccc(Br)c2)o1)N1CCOCC1,-5,1,-3,10,-4,5,9,0.6,7,0
C=CC[C@@H](CC(=O)N[C@@H](CO)Cc1ccccc1)C(=O)NC[C@@H](OC(=O)[C@@H](CC=C)Cc1ccc(F)cc1)c1ccccc1,3,1,1,-3,3,6,-1,0.3,0,5
NC(=O)c1ccsc1NC(=O)COC(=O)CNC(=O)c1cccc([N+](=O)[O-])c1,-1,0,1,9,-3,4,1,-0.2,-6,0
Cc1cc(C)n2nc(SCc3nnc(SCCCCl)o3)nc2n1,3,-3,2,5,1,12,-3,0.0,-1,0
CC(=O)Nc1ccc(S(=O)(=O)NCCC(=O)NCc2ccco2)cc1,2,-5,3,-2,3,11,-5,-0.6,12,1
CCOC(=O)C1=C(CS(=O)(=O)c2ccc(F)cc2)NC(=O)NC1c1ccc(O)c(O)c1 (stereo unspecified),-3,-3,2,5,-1,-5,11,0.4,-7,6

# Record cards, as listed above. Order of screens: DDE Tn7 FP inh, LEDGF integ inh, PRMT1 FP inh, SIAE primary, MBD2 inh, TDP2 inh, TCR-CD3 inh, proKLK7 act, Tn6 DDE FP, UHRF1 binding
# CC(=O)N1CCOCC1c1cc(C(=O)Nc2ccccc2)no1 (stereo unspecified) across the screens: 6, -3, 7, -6, 3, -1, -5, -0.8, 4, -1
# CCC(C)(C)NC(=O)C(c1cccc(OC)c1)N(C(=O)CNC(=O)c1cccs1)c1cccnc1 (stereo unspecified) across the screens: -2, 4, -1, -4, -4, -20, -8, -0.4, 11, 4
# C=Cc1ccc(N=Cc2c(O)ccc3ccccc23)cc1 across the screens: 4, 8, -1, -1, -10, -19, 3, -1.5, -8, -3

# Continuation:
SMILES,DDE Tn7 FP inh,LEDGF integ inh,PRMT1 FP inh,SIAE primary,MBD2 inh,TDP2 inh,TCR-CD3 inh,proKLK7 act,Tn6 DDE FP,UHRF1 binding
O=C(CN(Cc1ccccc1)S(=O)(=O)c1ccc(Br)cc1)NCc1ccco1,3,1,-1,-2,-7,-2,4,-0.3,3,-4
CCCCCCC1(C)NC(=O)N(C(C)C(=O)Nc2ccc(N3CCOCC3)cc2)C1=O (stereo unspecified),-2,-3,-4,1,2,-5,-1,-0.2,-3,0
NS(=O)(=O)c1ccc(CCNC(=O)CNC(=O)C2CCCCC2)cc1,-2,-4,1,3,-2,-2,3,0.3,-1,0
O=C(OCC(=O)N1CCN(C(=O)c2ccco2)CC1)c1cc(-c2cccc(Br)c2)nc2ccccc12,3,2,-1,-28,-5,1,0,-2.4,-5,0
CN(C)c1cccc(C(=O)Nc2nnc(Cc3ccccc3)s2)c1,-7,4,-2,10,-4,4,-1,-7.4,-3,-4
